GalR3 antagonist – blocks the human galanin receptor 3; O60755; HEK293 GalR3-CNG cAMP membrane potential fluorescence; galR3 body fused to GalR1 C-terminus; inhibition, % at 3 µM; actives 0.44% (n = 360,000); AID 651719;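 active = inhibition above the screen-wide average plus 3 SD, cut at about 13% in these data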;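 note: forskolin and galanin both at EC90 stimulate the cells; cAMP rise reported by CNG channel membrane potential dye signal; 0% = forskolin plus galanin with DMSO and 100% = forskolin alone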
Target sequence (O60755 1-299 limits assumed): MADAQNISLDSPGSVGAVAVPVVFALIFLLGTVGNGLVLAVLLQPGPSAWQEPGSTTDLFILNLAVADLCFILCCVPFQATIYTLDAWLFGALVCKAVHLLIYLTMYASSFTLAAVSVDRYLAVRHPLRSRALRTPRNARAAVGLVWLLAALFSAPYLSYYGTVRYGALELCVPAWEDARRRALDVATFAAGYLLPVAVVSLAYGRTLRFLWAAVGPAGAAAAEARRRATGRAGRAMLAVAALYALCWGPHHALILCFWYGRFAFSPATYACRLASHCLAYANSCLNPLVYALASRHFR
MEKK3 PB1 HTS – modulators (inhibitors or enhancers) of MEK5 binding to human MEKK3 PB1 domain | AID 1529 | bead-based flow cytometry, Alexa488-MEK5 binding to MEKK3; actives lie on both sides; 0 = blocked by unlabeled MEK5, 100 = vehicle | actives 1.4% (n = 290,000) | binding response (% of control), % at 10 µM;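 active = binding response more than 3 SD above or below the average of its plate-row segment, actives on both sides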;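 note: Alexa488 bead fluorescence after subtracting the streptavidin-only scavenger bead signal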
PHOSPHO1 block – PHOSPHO1 (human) inhibition. Q8TCT1. recombinant PHOSPHO1, absorbance phosphatase assay. inhibition, % at 13.3 µM. actives 1.1% (n = 290,000); in the data active = inhibition above about 60%
MEKK2 WT-MEK5 – raises or lowers MEK5 binding to wildtype human MEKK2 PB1 domain | bead flow cytometry, Alexa488-MEK5 binding to MEKK2 WT; actives lie on both sides | binding response (% of control), % at 10 µM | actives 1.1% (n = 290,000) | AID 1531; in the data active = binding response below about 67% or above about 130%
GPR7 antag – human neuropeptides B/W receptor 1 antagonism | P48145 | GPR7-expressing cells, fluorescence antagonist assay | inhibition, % at 4.4 µM | actives 1.1% (n = 290,000); in the data active = inhibition above about 16%, passing the limit was not always enough;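 note: cells stimulated with the agonist NPW; 0% = agonist with vehicle and 100% = vehicle without agonist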
Target sequence (P48145 whole entry, looked up): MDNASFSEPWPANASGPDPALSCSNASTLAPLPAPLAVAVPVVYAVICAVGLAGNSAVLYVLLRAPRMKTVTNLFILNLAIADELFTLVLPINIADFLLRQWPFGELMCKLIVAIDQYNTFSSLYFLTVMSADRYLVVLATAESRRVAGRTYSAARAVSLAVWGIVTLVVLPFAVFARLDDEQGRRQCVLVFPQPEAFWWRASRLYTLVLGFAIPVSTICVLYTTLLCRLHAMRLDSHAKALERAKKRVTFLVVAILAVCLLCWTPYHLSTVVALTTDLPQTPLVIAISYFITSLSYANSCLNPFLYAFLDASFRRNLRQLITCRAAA
NALP1 yeast inh – blocks the NALP1 inflammasome reconstituted in yeast; S. cerevisiae NALP1/ASC/caspase-1 growth, X-gal OD620, 72 h; inhibition, % at 10 µM; actives 0.61% (n = 280,000); in the data active = inhibition mostly above about 24%, no sharp cut-off; inactive = mostly below about 32%; note: some compounds called inactive have numbers as strong as hits
MEKK2mut PB1 HTS – signal of MEK5 binding to mutant human MEKK2 PB1 domain; bead flow cytometry, Alexa488-MEK5 binding to MEKK2 mutant; percent response, % at 10 µM; actives 0.35% (n = 290,000); in the data active = percent response above about 24%, passing the limit was not always enough; note: inactives centre near 1; some results filed as inactive read as strong as hits; reference of the scale not given here
V1R ag counter – counter-screen for oxytocin receptor agonists: human V1a receptor agonists. P37288. actives 0.25% (n = 320,000). activation, % at 3 µM. AID 2797. CHO-V1R cells, Fluo-8 calcium fluorescence, agonist mode; 0% DMSO, 100% 3 nM vasopressin;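 active = activation above the mean activation of all tested compounds plus 3 SD, per screening run, cut at about 20% in these data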;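 note: signal is peak over basal fluorescence ratio across a 100 second FLIPR read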
Target sequence (P37288 whole entry, looked up): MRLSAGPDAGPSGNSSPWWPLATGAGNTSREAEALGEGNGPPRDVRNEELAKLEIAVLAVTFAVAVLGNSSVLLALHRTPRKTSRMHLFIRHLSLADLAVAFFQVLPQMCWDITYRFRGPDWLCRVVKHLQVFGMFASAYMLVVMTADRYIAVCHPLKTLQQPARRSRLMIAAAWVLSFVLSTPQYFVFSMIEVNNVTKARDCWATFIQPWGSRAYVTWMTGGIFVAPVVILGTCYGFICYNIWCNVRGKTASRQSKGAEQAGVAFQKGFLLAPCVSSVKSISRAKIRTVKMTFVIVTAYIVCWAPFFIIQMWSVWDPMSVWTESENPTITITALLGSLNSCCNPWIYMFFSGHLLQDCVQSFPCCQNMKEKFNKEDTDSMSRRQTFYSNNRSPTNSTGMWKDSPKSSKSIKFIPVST
OXTR ag – human OXTR agonism; P30559; CHO-OTR cells, Fluo-8 calcium fluorescence; normalized: DMSO 0%, oxytocin 100%; activation, % at 3 µM; actives 0.32% (n = 320,000);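 active = activation above the mean of all tested compounds plus 3 SD, cutoff set per screening run, cut at about 20% in these data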;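 note: peak over basal fluorescence ratio from a 100 s FLIPR kinetic read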
An asterisk follows results filed as active; . = no result given.

SMILES	GalR3 antagonist	MEKK3 PB1 HTS	PHOSPHO1 block	MEKK2 WT-MEK5	GPR7 antag	NALP1 yeast inh	MEKK2mut PB1 HTS	V1R ag counter	OXTR ag
O=C(/C=C/c1ccco1)Nc1nnc(-c2ccco2)s1	-6	106	-17	94	-1	2	-7	0.2	2.5
O=C(c1ccc(N2CCCCS2(=O)=O)cc1)N1CCN(c2ccc(N3CCOCC3)nn2)CC1	3	.	-12	.	-1	20	.	0.8	0.7
CC(=O)N1CCN(C(=O)CNc2cc(C(F)(F)F)ccc2OCC(F)(F)F)CC1	-3	109	21	115	4	0	4	2.1	-0.6
O=C(Nc1c(-c2ccccc2)nc2c(Br)cc(Br)cn12)c1ccco1	-2	102	2	112	-5	32	5	-1.3	-2.4
COc1ccc(OC)c(S(=O)(=O)NC2CCCCNC2=O)c1 (configuration not stated)	-5	103	33	101	31	9	-2	2.0	0.2
O=C(CSc1nnc(-c2cccc(S(=O)(=O)N3CCCCC3)c2)o1)c1ccc[nH]1	-4	110	12	111	13	27	13	1.0	0.2
Cc1ccccc1NC(=O)C(C)N1C(=O)c2ccccc2C1=O (configuration not stated)	-3	104	14	106	-15	4	6	1.0	1.7
O=C(c1cc(C2CC2)on1)N1CCN(c2ccc(F)cc2)CC1	.	109	14	106	3	29	3	1.3	-0.6
COc1cc(-c2noc(C)c2/C=C/c2cccc([N+](=O)[O-])c2)cc(OC)c1OC	-5	97	-19	103	35*	20	-1	0.2	-1.1
O=S1(=O)CCOCCCN1Cc1ccccc1F	-1	99	4	94	-10	14	-6	0.7	0.4
NC(=O)COC(=O)c1ccc2c(c1)S(=O)(=O)c1ccccc1C2=O	-5	104	20	104	-20	18	1	0.6	0.2
C[C@H](NC(=O)c1nc[nH]c1C(=O)NCc1ccccc1)C(=O)OC(C)(C)C	-8	110	18	94	-11	14	5	-0.6	-3.0
O=C(C[n+]1ccc(C(=O)N/N=C/c2ccc(Cl)cc2Cl)cc1)c1ccccc1	1	107	0	123	8	-1	18	-0.9	-1.2
COc1ccc(OC)c(N(CC(=O)N2CCC(C)CC2)S(=O)(=O)c2ccccc2)c1	-10	100	8	98	26*	-1	1	-0.9	-0.6
COc1cc(Cl)c(C)cc1NC(=O)CN(C)Cc1cccc(OC)c1OC	-7	108	28	104	-8	4	-2	-0.9	-2.6
CCc1ccc(N2CN(Cc3ccco3)CNC2=S)cc1	-1	96	37	97	-3	13	-1	0.2	-0.1
Cc1cccc(-c2nc(CS(=O)CC(=O)NCCc3ccccc3)c(C)o2)c1 (configuration not stated)	-8	104	29	106	-17	17	1	3.9	0.5
Cc1cc(NC(=O)CSc2ccc(-c3ccc(Br)cc3)nn2)no1	-2	106	-122	111	16	5	9	-0.4	-2.1
O=C(c1cccc(Cl)c1Cl)N1CCN(c2ccccn2)CC1	-7	100	21	100	-1	36	0	-0.5	-0.3
Cc1ccc2c(c1)C(C)CC(C)(C)N2C(=O)CN1CCN(C)CC1 (configuration not stated)	5	115	19	117	-2	.	4	0.5	-0.2
O=C(COc1ccccc1)Nc1cc(C(F)(F)F)ccc1N1CCCC1	-6	108	-29	100	1	7	4	-0.3	-2.4
COc1ccc(OC)c2[nH]c(=O)c(CCNC(=O)C(=O)c3c(C)[nH]c4ccccc34)cc12	-5	105	5	109	-10	10	-1	1.2	0.6
COc1ccc(CN2[C@@H](CC(C)=O)c3cc(C(F)(F)F)ccc3S2(=O)=O)cc1	-4	102	.	102	.	.	-1	5.3	5.3
CCOC(=O)c1[nH]c(=O)[nH]c1CN(Cc1ccco1)Cc1[nH]c(=O)[nH]c1C(=O)OCC	-6	99	2	104	-6	0	5	7.7	-1.2
O=C1C2C(C(=O)N1Cc1cccnc1)C1C=CC2C12CC2 (configuration not stated)	0	109	32	115	-5	5	7	0.4	0.1
O=C(c1ccc(Cl)nc1)N1CCC(Cc2ccccc2)CC1	6	96	34	99	9	.	1	0.5	0.8
CNC(=O)c1c(Cl)cnn1-c1ccc(F)cc1	-3	96	41	95	-14	4	4	0.5	-0.6
COc1ccc(CCNC(=O)C2CCN(C(=O)c3ccc(Br)cc3)CC2)cc1	-8	107	25	110	3	11	4	1.4	1.0
CCN(CCO)c1ccc(NC(=S)Nc2cccc(S(=O)(=O)N(C)C)c2)cc1	-2	102	-3	96	5	5	-7	0.0	0.5
O=C(COc1ccc(Br)cc1Cl)NC(=O)Nc1ccc2c(c1)OCCO2	-1	106	20	93	-6	16	-6	0.0	0.2

3 entries already listed, arranged by the value under PHOSPHO1 block, high to low:
canonical_smiles | PHOSPHO1 block
O=C(c1ccc(Cl)nc1)N1CCC(Cc2ccccc2)CC1 | 34
COc1ccc(CCNC(=O)C2CCN(C(=O)c3ccc(Br)cc3)CC2)cc1 | 25
COc1ccc(OC)c2[nH]c(=O)c(CCNC(=O)C(=O)c3c(C)[nH]c4ccccc34)cc12 | 5

The listing continues:
SMILES	GalR3 antagonist	MEKK3 PB1 HTS	PHOSPHO1 block	MEKK2 WT-MEK5	GPR7 antag	NALP1 yeast inh	MEKK2mut PB1 HTS	V1R ag counter	OXTR ag
COc1ccc(Cl)cc1C(=O)Nc1ccc(Br)c(C)n1	0	99	50	102	-11	1	6	0.7	-0.9
CC(OC(=O)c1oc2ccccc2c1COc1ccccc1)C(=O)NC(N)=O (configuration not stated)	-8	89	28	82	2	-10	-9	-0.6	-0.5
O=C(CCN1CCOCC1)Nc1ccc2c(c1)CCC2	-5	96	21	99	-3	10	1	-0.4	-0.6
CN(CCCNC(=O)CCC(=O)N1CCOc2ccc(Cl)cc21)Cc1ccccc1	.	101	-4	108	2	7	9	0.4	0.1
COc1ccc(S(=O)(=O)N2CCOC23CCN(C(=O)c2ccccc2Br)CC3)cc1	-5	98	41	98	2	-2	-1	0.9	0.4
O=C(O)c1cc(NS(=O)(=O)c2cccc3nsnc23)cc(C(=O)O)c1	-10	104	20	106	-5	11	6	0.3	-0.2
Cc1ccc(NC(=O)CN2C(=O)N/C(=C\c3cccn3-c3cccc(C(=O)O)c3)C2=O)cc1	.	98	-27	94	1	-14	-7	.	.
CCCc1cc(C(=O)NNC(=S)NCC)c2ccccc2n1	1	98	-10	97	1	-4	-2	-1.2	0.5
CC1CN(S(=O)(=O)c2cccc3nsnc23)CC(C)O1 (configuration not stated)	-6	106	6	108	-12	5	-2	0.3	-0.1
CCn1c(SCC(=O)N(C)Cc2ccc(OC)c(F)c2)nc2cc(S(N)(=O)=O)ccc21	-8	104	36	108	-10	10	14	0.1	-0.4
CCOC(=O)c1c(NC(=O)CSc2nnc(-c3cccnc3)n2Cc2ccco2)sc(C)c1C	-6	.	53	.	1	9	.	-1.1	-2.0
CCN(CC)CCCNc1oc(-c2cccc(Cl)c2)nc1C#N	-7	107	-3	119	-3	8	23	2.3	3.8
O=C(CCc1nnc2ccc(NCc3ccco3)nn12)Nc1ccccn1	-2	97	33	101	-13	18	1	0.1	0.8
Cc1ccc2c(CN3CCN(CCO)CC3)cc(=O)oc2c1C	-8	98	-7	103	-9	9	5	0.1	0.8
Cc1cc(NCCCO)n2c(nc3ccccc32)c1C#N	-2	105	10	102	3	27	2	-0.3	-0.2
Nc1nc(O)c(CC(=O)O)s1	-11	107	42	107	-5	3	11	0.4	3.8
COc1ccc(CNC(=S)Nc2ccccc2)cc1Cl	-8	102	14	102	5	-22	1	6.9	3.3
O=C1Cc2ccccc2C(=O)N1c1ccccc1	-2	101	15	94	9	5	1	-0.3	0.5
COc1ccc(/C=N/NC(=O)CSc2nnc(CCCc3ccc(OC)c(C)c3)o2)cc1	-5	92	-20	92	4	.	-7	-1.0	-1.6
Cc1ccccc1NC(=O)CC(=O)c1ccccc1	3	114	36	115	-14	8	14	1.3	-1.0
Cc1csc2c(N3CCN(S(=O)(=O)c4ccc(Cl)cc4)CC3)ncnc12	-9	96	25	96	-4	24	-10	1.1	0.9
O=C1CCCN2N=C(SCC(=O)N3CCCCC3)SC2=N1	-3	109	32	107	-18	.	-1	2.1	1.2
COc1ccc(-c2noc(CCCC(=O)Nc3ccc(C(N)=O)cc3)n2)cc1	-1	103	6	104	-2	-15	2	2.1	1.7
CCn1cnc2c1c(=O)n(CC(=O)Nc1cc(C)on1)c(=O)n2Cc1ccccc1	1	105	14	107	-11	-3	3	1.2	0.3
Cc1ccc(Nc2ccc(C(=O)O)cc2N)cc1	15*	88	13	91	-6	0	-3	0.2	-2.5
Cc1ccc2[nH]c(C(=O)O)c(NC(=O)CN3CCN(c4cccc(C)c4C)CC3)c2c1	-3	88	57	90	3	9	-9	-1.1	-1.3
CN1/C(=C\C(=O)CSc2cccc[n+]2[O-])C(C)(C)c2ccccc21	-7	97	8	91	-5	-2	-1	0.3	1.2
N#C/C(=C\c1ccc(N2CCOCC2)o1)c1ccccc1	-2	99	-5	90	3	9	4	1.1	1.5
CN(CC(=O)NCCc1ccc(S(N)(=O)=O)cc1)Cc1c(F)cccc1Cl	-9	103	27	104	-10	19	7	-0.1	0.8
O=C(/C=C/c1ccco1)NC(=S)Nc1ccccc1N1CCOCC1	-4	99	-1	95	-11	20	-2	7.1	-1.1
CCCS(=O)(=O)N1CCN(CCN2C(=O)c3cccc4cccc(c34)C2=O)CC1	-6	88	45	77	-5	-3	-12	-0.4	0.3
O=C1OC(c2ccc(F)cc2)=C/C1=C\c1ccc([N+](=O)[O-])o1	.	96	-7	84	-5	-9	-7	0.1	-0.4
COc1ccc(S(=O)(=O)NCCc2ccccc2)cc1OC	-9	110	-3	113	-8	16	12	1.0	0.6
Cc1cc2oc(=O)cc(CN3CCCCC3C)c2cc1C(C)C (configuration not stated)	-9	102	40	98	-18	4	-2	-1.5	-2.1
COC(=O)C1=C(C)N(c2ccc(C)cc2)/C(=C/c2cccs2)C1=O	-5	118	-22	112	10	31	3	-1.7	-1.9
CNC(=O)CN1C(=O)COc2ccc(S(=O)(=O)N3CCCCCC3)cc21	3	103	42	110	-12	8	5	-0.5	0.5
O=C(NCCc1ccccc1)C1CCC(CNc2c(N3CCCCC3)c(=O)c2=O)CC1 (configuration not stated)	1	104	-14	98	-20	23	11	-0.6	1.1
CCOc1cc(Cl)c(NC(=O)CC)cc1OCC	3	106	-3	108	-5	14	5	-0.9	0.2
NC(=O)CCN(C1CCCCC1)S(=O)(=O)c1cccc2nsnc12	-4	99	18	102	-7	13	0	0.5	-0.3
CC(=O)c1ccc(N(C)C)cc1	-5	106	0	110	12	4	11	0.1	-0.9
COc1ccc(C(c2nnnn2CS(=O)(=O)c2ccc(C)cc2)N2CCN(c3ncccn3)CC2)cc1 (configuration not stated)	-5	100	-10	98	-7	4	1	-0.1	-0.6
CCOC(=O)Cn1c(=O)oc2cc(S(=O)(=O)Nc3cccc(C)c3)ccc21	-3	97	-11	97	14	-6	4	13	13
CCC1(C)Cc2ccccc2-c2nc[nH]c(=O)c21 (configuration not stated)	-8	100	6	102	-23	18	2	-0.3	-1.1
Cc1cc(C)c(S(=O)(=O)Nc2ccc3[nH]c(=O)[nH]c3c2)c(C)c1	-5	98	-13	98	5	-6	3	1.6	0.7
CCc1ccccc1NC(=S)N(CCc1ccncc1)C(C)C	3	83	-7	82	6	-5	-14	1.0	1.2
CC(=O)c1ccc(N2CCN(C(=O)Nc3ccc(C(C)C)cc3)CC2)cc1	-9	101	-20	86	9	12	-11	9.7	9.4

Compound activity: PubChem, several laboratories
